FUS yeast rescue = rescues growth of FUS-expressing yeast | 390,000 tested, 0.24% active | Potency, µM (doses to about 76.6 µM), for the others: at the top dose growth rescue (activation), actives largely listed as activators | AID 1347120 | S. cerevisiae FUS-expressing, growth rescue, OD600, 24 h;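 also: potency is read from the fitted curve at half-maximal effect; plate controls were DMSO vehicle for no effect and reference control for full effect; nearly all actives have a fitted effect of over 55% in size; some results filed as inactive show a strong effect at the top dose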
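Read-out: OD at 600 nm after 24hr at 30C, reporting rescue of FUS-induced yeast toxicity. Cells at OD 0.005 in galactose (2%) minimal medium; compounds tested in a dilution series; CP55940 titration from 92uM final as control.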
WRN inhibitor = WRN helicase (human) inhibition; Q14191; WRN helicase unwinding, fluorescent forked duplex, kinetic; Potency, µM (series often up to 114 µM), inactives show at the top dose activity change, negative = inhibition, usual class: inhibitors; 360,000 tested, 0.46% active; also: potency is read from the fitted curve at half-maximal effect; % is scaled to controls: 0 for no effect and ±100 for the full control effect; nearly all actives have a fitted effect of over 55% in size
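WRN at 20 nM final preincubated with compound 15 min at room temperature; reaction started with 100 nM fluorophore/quencher forked duplex oligonucleotide and 2 mM ATP final. Unwinding followed kinetically by red fluorescence (ex 525, em 598 nm).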
PI5P4K alpha inh = inhibitors of human PI5P4K alpha; P48426; PI5P4Kalpha enzyme, ADP-Glo luminescence, 60 min; active compounds read low; max response, %; 330,000 tested, 1.2% active; AID 652105; active = max response of -50% or lower; inconclusive = between -30% and -50%; inactive = -30% or higher; also: value at the top dose of about 77 µM; % is scaled to controls: 0 for no effect and ±100 for the full control effect
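Human PI5P4Kalpha with substrate in 0.038 M HEPES pH 7.4, 0.28 mM EGTA, 0.1% CHAPS, 5% DMSO; reaction started with 5 microM ATP (final), 60 min at room temperature. ADP formed read by ADP-Glo luminescence.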
EPAC1 ag = EPAC1 (human) agonism. EPAC1 agonist qHTS, biochemical assay; response scale: 100% = response to 6.5 mM cAMP. Potency, µM (series often up to 154 µM), for inactives: at the top dose activation, most hits filed as activators. 360,000 tested, 0.073% active. O95398. AID 720707; also: potency is read from the fitted curve at half-maximal effect; nearly all actives have a fitted effect of over 60% in size
Target sequence (O95398 whole entry, looked up): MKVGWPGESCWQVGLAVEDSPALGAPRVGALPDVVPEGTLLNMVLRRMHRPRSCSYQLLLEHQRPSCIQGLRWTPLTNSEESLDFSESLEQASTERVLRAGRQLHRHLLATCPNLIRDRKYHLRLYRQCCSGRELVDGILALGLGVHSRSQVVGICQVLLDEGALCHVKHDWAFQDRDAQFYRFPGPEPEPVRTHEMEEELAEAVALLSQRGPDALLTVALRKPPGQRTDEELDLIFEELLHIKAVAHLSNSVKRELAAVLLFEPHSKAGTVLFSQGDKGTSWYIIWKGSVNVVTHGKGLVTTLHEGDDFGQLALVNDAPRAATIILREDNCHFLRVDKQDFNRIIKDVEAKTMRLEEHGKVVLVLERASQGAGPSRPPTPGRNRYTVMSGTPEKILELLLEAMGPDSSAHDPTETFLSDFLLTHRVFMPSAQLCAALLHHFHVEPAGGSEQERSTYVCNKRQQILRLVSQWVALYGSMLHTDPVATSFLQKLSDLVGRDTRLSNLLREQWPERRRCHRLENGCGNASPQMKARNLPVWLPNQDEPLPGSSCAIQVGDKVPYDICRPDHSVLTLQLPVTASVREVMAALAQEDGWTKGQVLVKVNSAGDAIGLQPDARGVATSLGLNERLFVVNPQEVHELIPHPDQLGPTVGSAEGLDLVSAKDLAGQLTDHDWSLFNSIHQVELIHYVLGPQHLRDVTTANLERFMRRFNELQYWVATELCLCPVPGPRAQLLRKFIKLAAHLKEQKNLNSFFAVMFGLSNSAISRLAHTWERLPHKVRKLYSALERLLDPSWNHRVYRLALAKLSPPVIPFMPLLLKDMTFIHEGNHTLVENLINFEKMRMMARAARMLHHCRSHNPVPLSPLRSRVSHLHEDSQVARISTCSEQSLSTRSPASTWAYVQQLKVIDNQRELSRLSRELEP
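Compounds were pinned as a concentration titration into mixtures of EPAC1 (100 nM), BODIPY-GDP-loaded Rap1B (250 nM) and GDP (50 uM). After 5 min at room temperature, fluorescence was followed for 30 min; activity was scaled to 6.5 mM cAMP.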
IL2 activator = activators of IL-2. IL-2 activation reporter assay, cell-based qHTS; stimulated with anti-CD3/CD4/CD28 beads; in transgenic mouse T cells. activation, % (series mostly up to about 46 µM). 360,000 tested, 0.065% active; in the data active = activation above about 50%; inconclusive = mostly about 30% to 49%; also: 0% is about no effect
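Readout: EGFP and DsRed signals by fluorescent plate cytometry. Unstimulated transgenic mouse T cells received compound 60 min before antibody-bead stimulation, then incubated 18 h at 37 degrees C.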
Abeta yeast res = compounds reversing amyloid beta toxicity in yeast | yeast expressing A-beta42, growth rescue, OD600, 48 h; response scale: 0% DMSO, 100% iron-clioquinol control | Potency, µM (top dose mostly 46.1 µM), inactives show top-dose growth rescue, hits mostly activators | 410,000 tested, 0.063% active | AID 1347071; also: potency is read from the fitted curve at half-maximal effect; nearly all actives have a fitted effect of over 55% in size
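Yeast A-beta toxicity model in growth medium with pinned compounds, 48 h at 30 C; growth read as absorbance at 600 nm. Normalized to FeCl3/clioquinol equimolar mix (positive) and DMSO (negative).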
EPAC1 antag = EPAC1 (human) antagonism; O95398; EPAC1 GEF assay, Rap1b-BODIPY-GDP exchange fluorescence; Potency, µM (series often up to 115 µM), for inactives: at the highest dose activity change, negative = inhibition, most hits filed as inhibitors; 360,000 tested, 0.14% active;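 also: potency is read from the fitted curve at half-maximal effect; plate controls were vehicle for no effect and positive control for full effect; nearly all actives have a fitted effect of over 50% in size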
PLK1 PBD block = inhibitors of human PLK1 polo-box domain binding; P53350; Plk1 PBD binding of FITC phosphopeptide, fluorescence polarization; Potency, µM, for the others: max response, negative = inhibition, usual class: inhibitors; 360,000 tested, 2.8% active; also: potency is read from the fitted curve at half-maximal effect; series mostly up to about 57 µM; % is scaled to controls: 0 for no effect and ±100 for the full control effect; nearly all actives have a fitted effect of over 65% in size
* marks the source's active call; other numbers are inactive results; ? = inconclusive; · = no result given; [ ] = another dose, or the depositor's remark. Unless noted, calls follow the shape of the dose curve; as a rule, active = well fitted curve in the direction sought with a large enough effect; inconclusive = small, poorly fitted or top-dose-only effect, or another doubt; inactive = no such curve, though single readings can be large; an effect the other way counts as inactive or inconclusive.

Preview:
SMILES	FUS yeast rescue	WRN inhibitor	PI5P4K alpha inh	EPAC1 ag	IL2 activator	Abeta yeast res	EPAC1 antag	PLK1 PBD block
O=C(NC(=S)NNC(=O)c1ccco1)c1ccc(F)cc1	-17%	-1%	-7	-22%	-0.7	0%	-6%	-15%
COc1ccc(-c2sc(Nc3ccccc3)n[n+]2C)c(C)c1C	-20%	-1%	-10	-11%	0.2	-4%	-18%	-19%

All compounds of this part, previewed entries included:
SMILES	FUS yeast rescue	WRN inhibitor	PI5P4K alpha inh	EPAC1 ag	IL2 activator	Abeta yeast res	EPAC1 antag	PLK1 PBD block
O=C(NC(=S)NNC(=O)c1ccco1)c1ccc(F)cc1	-17%	-1%	-7	-22%	-0.7	0%	-6%	-15%
COc1ccc(-c2sc(Nc3ccccc3)n[n+]2C)c(C)c1C	-20%	-1%	-10	-11%	0.2	-4%	-18%	-19%
O=C(CCN1C(=O)/C(=C\c2cccs2)SC1=S)Nc1ccccn1	16%	-23%	2	20%	27	-3%	-6%	1%
CCc1c(C)nc(SCC(=O)N2C(C)CCCC2C)[nH]c1=O (stereo not drawn)	7%	5%	-5	-3%	-1.9	-4%	-14%	4%
COc1cccc(CCNC(=O)CCc2nnc(-c3ccc4c(c3)OCO4)o2)c1	9%	4%	3	6%	-1.3	12%	-1%	1%
CN(C)S(=O)(=O)c1ccc(NC(=O)COC(=O)C2COc3ccccc3O2)cc1 (stereo not drawn)	6%	-13%	0	3%	-0.7	-2%	2%	-5%
Cc1c(Cl)c([N+](=O)[O-])nn1CC(=O)N1CCN(C23CC4CC(CC(C4)C2)C3)CC1	33%	12%	-8	-4%	-0.6	-16%	?	-17%
CCOC(=O)/C=c1\s/c(=C\c2ccccc2C)c(=O)n1CC(=O)NCc1ccc2c(c1)OCO2	·	-3%	4	-11%	6.6	9%	4%	7%
CN1CCN(c2nc3c(c(=O)n(C)c(=O)n3C)n2Cc2cccc3ccccc23)CC1	12%	-6%	1	15%	0.1	0%	0%	-21%
Cc1cc(=O)oc2cc(NC(=O)c3cccc(Br)c3)ccc12	-8%	1%	-8	-6%	-1.1	14%	5%	6%
CC(C)C(NC(=O)c1cccs1)c1nnc(SCC(=O)Nc2nccs2)n1C (stereo not drawn)	7%	2%	·	-2%	1.2	13%	5%	-4%
Cc1cc(NC(=O)COn2nnc3ccc(Cl)cc32)no1	-56%	-8%	-1	-2%	-3.5	17%[9.22 µM]	-9%	1%
O=C(COC(=O)c1cc(-c2ccco2)nc2ccccc12)NCc1ccccc1	22%	-17%	?	4%	2.9	-4%	-6%	-16%
Cc1cnc(C(=O)OCC(=O)Nc2ccc(OCc3ccccc3)cc2)cn1	·	-14%	-15	-4%	-3.7	-6%	1%	0%
CCOC(=O)C1=C(CN2CCC(C)CC2)NC(=O)NC1c1ccc(Cl)cc1 (stereo not drawn)	-11%	-12%	·	3%	2.2	8%	-10%	0%
O=C(C1CCCCN1S(=O)(=O)c1ccccc1[N+](=O)[O-])N1CCCCC1 (stereo not drawn)	-26%	6%	1	2%	-0.2	-12%	-20%	-18%
O=C(O)/C=C/C(=O)N(CC1CCCO1)C1CC(=O)N(c2c(Cl)cccc2Cl)C1=O (stereo not drawn)	19%	3%	1	-4%	2.0	4%	-3%	-4%
Cc1cc(/C=N/NC(=O)COc2cccc3cccnc23)c(C)n1-c1ccc(O)cc1	·	-21%	2	9%	-5.0	-5%	-1%	0%
C=CCN1C(=O)C(CC(=O)O)S/C1=N/N=C/c1ccc(N(CC)CC)cc1 (stereo not drawn)	18%	-2%	-5	-3%	0.8	-13%	-7%	-20%
O=C(COc1ccc([N+](=O)[O-])cc1)Nc1ccc(N2CCN(C(=O)c3ccco3)CC2)cc1	18%	-8%	-1	-4%	-1.7	28%	-10%	-1%

2 of the compounds above, bar-delimited.
molecule | FUS yeast rescue | WRN inhibitor | PI5P4K alpha inh | EPAC1 ag | IL2 activator | Abeta yeast res | EPAC1 antag | PLK1 PBD block
C=CCN1C(=O)C(CC(=O)O)S/C1=N/N=C/c1ccc(N(CC)CC)cc1 (stereo not drawn) | 18% | -2% | -5 | -3% | 0.8 | -13% | -7% | -20%
O=C(COc1ccc([N+](=O)[O-])cc1)Nc1ccc(N2CCN(C(=O)c3ccco3)CC2)cc1 | 18% | -8% | -1 | -4% | -1.7 | 28% | -10% | -1%

Next part
SMILES	FUS yeast rescue	WRN inhibitor	PI5P4K alpha inh	EPAC1 ag	IL2 activator	Abeta yeast res	EPAC1 antag	PLK1 PBD block
CCNc1nc(NCC)nc(Oc2ccc(OCC)nn2)n1	-3%	-7%	·	2%	1.6	15%	-4%	-3%
Cc1c(N2C(=O)CSC2c2ccc(F)cc2)c(=O)n(-c2ccccc2)n1C (stereo not drawn)	8%	-12%	2	-2%	-1.8	0%	-14%	4%
C=CCn1c(SCC(=O)c2ccccc2)nnc1-c1cc2ccccc2o1	26%	-12%	-2	-8%	1.0	-14%	?	-9%
CC1Cc2ccccc2N1C(=O)CSc1nnnn1C (stereo not drawn)	18%	2%[57.1 µM]	2	3%	-2.4	-11%	0%	-9%
CCN(CC)c1ccc(NC(=O)c2ccc(=O)[nH]c2)cc1S(=O)(=O)Nc1ccc(OC)cc1	16%	-8%	1	2%	4.3	0%	-15%	-5%
N#C/C(=C\Nc1ccccc1SC(F)(F)F)c1nc(-c2ccc(F)cc2)cs1	-13%	0%	-7	3%	-0.2	-4%	8%	1%
O=C(O)c1cc(Cl)c(Cl)cc1C(=O)N1CCCC1	0%	-10%	·	6%	-3.1	-1%	-4%	-14%
CCSc1nnc(NC(=O)CCc2ccccc2)s1	-4%	1%[57.1 µM]	·	1%	-2.2	15%	8%	1%
Cc1cccc(NC(=O)C2CCCN(S(=O)(=O)c3c(C)nn(C)c3C)C2)n1 (stereo not drawn)	-18%	2%	-2	2%	-4.2	6%	-17%	-2%
O=C1Nc2ccccc2/C1=N\N=C\c1ccc(O)c(O)c1	11%	32µM*	-56*	2%	-2.3	-11%	40µM*	-16%
O=C1C=C(c2ccc3ccccc3c2)C[C@@H](c2ccc(F)cc2)C1	11%	-5%	10	7%	1.5	-1%	-4%	-5%
CC(=O)c1c(C)oc2ccc(N(C(C)=O)S(=O)(=O)c3ccc(F)cc3C)cc12	·	-17%	-2	6%	0.3	-2%	11%	-4%
CC(C)(C)n1nc2c(c1NC(=O)c1ccc(S(=O)(=O)N3CCCC3)cc1)CS(=O)C2 (stereo not drawn)	11%	6%	-3	-5%	-1.9	7%	15%	-12%
COc1ccc(CCNC(=O)c2cc(S(=O)(=O)N(C)C)ccc2N2CCCC2)cc1OC	16%	-28%	-6	-2%	-2.0	10%	6%	-10%
Cc1cccc(/C(N)=N/OC(=O)COc2ccc(Cl)cc2)c1	-8%	-4%	1	-3%	-0.3	-14%	-6%	2%
CN(C)CCCCCNCCCNC(=O)/C=N\O	-18%	-14%[57.1 µM]	·	3%	-2.5	3%	6%	-3%
CCOC(=O)C(=CNc1cc(C)nn1-c1ccc(Cl)cc1)C(=O)OCC	14%	5%	2	3%	1.8	7%	-2%	-4%
CC[C@@]12C(=O)N(c3cccc(F)c3)C(=O)N1[C@H](c1cccc(C)c1)[C@@H]1C(=O)N(Cc3ccccc3)C(=O)[C@@H]12	32µM*	-7%	5	-4%	-2.0	11%	-2%	-11%
C/C(Cl)=C/Cn1c(NCCN(C)C)nc2c1c(=O)n(C)c(=O)n2C	6%	5%	-3	0%	-0.7	-9%	9%	-4%
CNCc1ccccc1Sc1cc(O)ccc1O	34%	32µM*	?	0%	-6.6	?	-4%	5.3µM*
CCOC(=O)C1=CN(Cc2cccc(-c3cccnc3)c2)S(=O)(=O)N(CC)C1C (stereo not drawn)	19%	-8%	1	-7%	-0.6	9%	-13%	-1%
O=C(CNC(=O)Cc1cccc2ccccc12)NCc1ccccc1F	9%	-2%	-4	2%	-0.5	3%	4%	-3%
O=S(=O)(CC(CN1CCCC1)N1CCCC1)c1ccc2ccccc2c1 (stereo not drawn)	33%	12%	·	1%	-1.4	-10%	14%	-17%
COC(=O)C1=C(C)N(Cc2ccccc2)C(=NCCCCO)N[C@H]1c1cccc(C(F)(F)F)c1	?	-2%	-6	-14%	-2.8	-14%	6%	1%
CCN(CC)S(=O)(=O)c1ccc(C)c(NC(=O)CSc2nc3ccccc3[nH]2)c1	·	-14%	-3	1%	0.5	0%	-8%	3%
c1ccc(Nc2nc(CSc3ncn[nH]3)cs2)cc1	-19%	5%	-8	-6%	-5.9	-9%	6%	-14%
COc1ccccc1C(=O)COC(=O)COc1ccc(C#N)cc1	·	-2%	9	-1%	-0.7	-2%	8%	-2%
Cc1cc2c([nH]c3ccccc32)c2c1OC(C)(C)C=C2	0%	-6%	7	-8%	1.8	-88%[inhibitor]	-24%	-8%
COc1ccc(CC(N)c2csc(NC(=O)C(c3ccccc3)c3ccccc3)n2)cc1 (stereo not drawn)	?	-4%	14	-9%	-0.6	-8%	-19%	-17%
COc1ccc(N2C(=O)C3CCCN3C2c2ccccc2OC)cc1 (stereo not drawn)	-4%	-4%	3	-10%	-2.8	3%	-6%	-2%
O=C(CSc1ccc2c(c1)OCCO2)Nc1ncccc1O	-1%	1%	-6	-5%	-0.3	3%	3%	-24%
C[C@H]1CN([C@@H](C)CO)C(=O)c2cc(NC(=O)C3CCCCC3)ccc2O[C@H]1CN(C)Cc1ccc(-c2ccccc2)cc1	14%	1%	0	-6%	0.0	-3%	-19%	-1%
CCOC(=O)c1sc(NC(=O)c2ccc(S(=O)(=O)N3CCCCC3)cc2)nc1-c1ccccc1	7%	-4%	3	12%	-2.6	15%	-5%	-8%
COC(=O)[C@@H](Cc1ccccc1)NS(=O)(=O)N[C@H](Cc1ccccc1)C(=O)OC	-15%	8%	-3	-13%	0.2	8%	-13%	3%
O=C(CSc1nc2ccccc2c(=O)n1Cc1ccc(C(=O)NC2CC2)cc1)NCc1ccco1	?	-1%[11.6 µM]	1	-11%	-0.7	3%	-21%	-7%
NC(=O)CC(NC(=O)Cc1ccc(Br)cc1)c1ccc(NCc2cc(F)ccc2F)c([N+](=O)[O-])c1 (stereo not drawn)	9%	-2%	3	-8%	-0.4	6%	-17%	8%
CCOC(=O)C1C(=O)CC(=O)C(C(=O)OCC)C1c1ccc(O)cc1 (stereo not drawn)	9%	-2%	-8	4%	-2.6	0%	-1%	-3%
COc1ccc(N2CCN(C(=O)c3ccccc3NS(=O)(=O)c3ccccc3)CC2)cc1	50%	-36%	-6	7%	-3.4	?	9%	-10%
COc1cc(CN2CCCCCC2)cc(OC)c1	-11%	2%	-5	5%	1.7	-3%	-1%	5%
Cc1ccc(/C=N/NC(=O)c2ccc3ccccc3c2)s1	28%	-3%	-22	11%	-0.4	-4%	12%	-5%

Screening data as filed in PubChem.
